Gli-Sufu block – Gli-Sufu pathway antagonism. Sufu-KO-LIGHT fibroblasts, Gli luciferase reporter luminescence. inhibition, % at 5 µM. 0.74% of 340,000 active. AID 588413;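 active means inhibition above about 55%, limit read from the data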;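 further: 0% = DMSO-treated cells and 100% = wells with medium but no cells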
SENP8 block – inhibitors of human SENP8 protease. purified SENP8, Z-RLRGG-aminoluciferin cleavage, luminescence. 1.2% of 330,000 active. inhibition, % at 10 µM. Q96LD8
Target sequence (Q96LD8 whole entry, looked up): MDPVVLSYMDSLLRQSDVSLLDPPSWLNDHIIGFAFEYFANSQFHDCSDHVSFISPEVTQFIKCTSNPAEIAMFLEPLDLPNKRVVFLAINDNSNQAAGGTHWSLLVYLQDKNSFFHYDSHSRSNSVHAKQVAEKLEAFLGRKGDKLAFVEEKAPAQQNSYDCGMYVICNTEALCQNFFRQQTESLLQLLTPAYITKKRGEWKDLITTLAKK
UBC13 inh – inhibitors of human UBC13 polyubiquitin chain formation; P61088; TR-FRET; inhibition, % at 20 µM; 0.47% of 330,000 active; in the data active means inhibition above about 45%, passing the limit was not always enough
Target sequence (P61088 whole entry, looked up): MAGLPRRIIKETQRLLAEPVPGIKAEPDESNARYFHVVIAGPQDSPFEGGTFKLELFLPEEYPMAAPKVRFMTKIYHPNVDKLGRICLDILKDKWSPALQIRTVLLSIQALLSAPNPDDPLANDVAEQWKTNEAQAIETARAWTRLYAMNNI
Apaf1 inhib – blocks human Apaf-1 apoptosome activity | O14727 | reconstituted apoptosome caspase-3 activity, DEVD-Rh110 fluorescence | inhibition, % at 20 µM | 0.71% of 330,000 active | AID 489030; active means inhibition of at least 40% at 20 µM;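 further: plate controls were DMSO wells for no effect and DEVD-CHO caspase inhibitor wells for full effect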
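Material: reconstituted apoptosome with Apaf-1, cytochrome c, caspase-9, procaspase-3, dATP. Technique: Rh110 fluorescence intensity. Buffer or medium: pH 7.5 Hepes buffer with CHAPS, BSA, DTT. Times: 30 min plus 50 min, RT.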
Jurkat NFkB inh – inhibitors of the PMA/ionomycin-induced NF-kB reporter in Jurkat cells; PMA/ionomycin-induced NF-kB luciferase reporter, luminescence; inhibition, % at 4 µM; 0.53% of 330,000 active; AID 435003
CCR6 antagonist – blocks CCL20-driven beta-arrestin recruitment at human CCR6; P51684; CHO-K1 CCR6 PathHunter beta-arrestin, luminescence, CCL20-stimulated; inhibition, % at 20 µM; 0.49% of 340,000 active;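 active means compounds whose inhibition of the agonist-driven luminescence signal at 20 µM reaches about 50%, limit read from the data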;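 further: cells stimulated with CCL20 at 14 nM final; plate controls were DMSO with CCL20 for no effect and DMSO without agonist for full effect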
Target sequence (P51684 whole entry, looked up): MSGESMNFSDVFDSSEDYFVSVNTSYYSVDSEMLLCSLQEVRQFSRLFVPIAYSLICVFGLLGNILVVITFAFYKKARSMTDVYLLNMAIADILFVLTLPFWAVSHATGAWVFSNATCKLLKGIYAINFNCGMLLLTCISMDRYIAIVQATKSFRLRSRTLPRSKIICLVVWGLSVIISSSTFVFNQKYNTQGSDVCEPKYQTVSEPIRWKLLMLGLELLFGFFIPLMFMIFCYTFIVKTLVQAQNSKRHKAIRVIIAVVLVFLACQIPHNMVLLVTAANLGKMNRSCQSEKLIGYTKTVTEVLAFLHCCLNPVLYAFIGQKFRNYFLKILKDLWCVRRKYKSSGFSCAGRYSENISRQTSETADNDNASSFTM
697 NFkB inh – lowers PMA/ionomycin-induced NF-kB signal in 697 B cells. 697 B-cell NF-kB luciferase reporter, 16 h. inhibition, % at 4 µM. 0.33% of 330,000 active. AID 435022; in the data active means inhibition above about 35%
EBI2 antag – blocks human EBI2 receptor beta-arrestin signaling. EBI2 beta-arrestin recruitment, luminescence, 7a,25-OHC stimulated. P32249. inhibition, % at 5 µM. 0.81% of 360,000 active. AID 651636; in the data active means inhibition above about 38%;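 further: enzyme fragment complementation signal reports receptor beta-arrestin coupling in cells; 0% = agonist plus DMSO wells and 100% = wells without agonist; some results beyond the cut were filed as inactive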
An asterisk follows results filed as active; . = not tested or not shown. Unless noted, no stated cut-off is given here; in the data, active means inhibition above about 50%; inactive means the rest.

Short keys: A = Gli-Sufu block; B = SENP8 block; C = UBC13 inh; D = Apaf1 inhib; E = Jurkat NFkB inh; F = CCR6 antagonist; G = 697 NFkB inh; H = EBI2 antag
> O=C(COc1ncnc2ccccc12)Nc1ccc(Cl)c([N+](=O)[O-])c1
  A: 2	B: -15	C: 29	D: -6	E: 8	F: 20	G: -1	H: 2
> Clc1ccc(-c2n[nH]c3c2CCC3)c(Cl)c1
  A: 12	B: -11	C: -5	D: 13	E: -8	F: -4	G: -28	H: 0
> O=C(Nc1ccc2c(c1)OCO2)c1cnn2c(C(F)(F)F)cc(-c3ccco3)nc12
  A: 14	B: -6	C: -12	D: 3	E: 1	F: -4	G: 27	H: 1
> CCOc1ccc(NC(=O)C(C)Sc2nccn2C)cc1 (stereo not given)
  A: 5	B: -9	C: 4	D: 3	E: 0	F: 12	G: 2	H: -10
> N#C/C(=C(/O)c1ccc([N+](=O)[O-])s1)c1nc2ccccc2[nH]1
  A: 53	B: 3	C: -55	D: -10	E: -23	F: 63*	G: -50	H: 20
> CCSc1nnc(NC(=O)/C=C/c2ccc3c(c2)OCO3)s1
  A: .	B: -8	C: -21	D: 6	E: -15	F: .	G: 14	H: .
> COCCn1c(SCC(=O)NC(=O)Cc2ccccc2)nc2ccccc2c1=O
  A: 3	B: 8	C: 10	D: 5	E: 12	F: 6	G: 4	H: 0
> COC(=O)N/N=C/c1cc(C)n(-c2ccccc2)c1C
  A: -53	B: -6	C: -2	D: -11	E: -20	F: 14	G: 1	H: -3
> COc1ccc(Cc2n[nH]c(=S)n2N)cc1OC
  A: 3	B: -1	C: 1	D: 15	E: 7	F: -7	G: 23	H: -12
> CCOC(=O)c1cc(C)n(Cc2ccccc2)c1C
  A: -12	B: -8	C: 9	D: 8	E: -12	F: 10	G: -10	H: -5
> C#CCn1cnc2c(oc3ccccc32)c1=O
  A: -12	B: -12	C: -1	D: -5	E: -21	F: -12	G: -1	H: 7
> CC(OC(=O)c1cccs1)C(=O)NCc1ccccc1 (stereo not given)
  A: 2	B: 2	C: -10	D: 4	E: 7	F: 1	G: -12	H: -2
> C=C1SC(=Nc2c(C)cccc2Cl)N(C(=O)c2sc3ccccc3c2Cl)C12CCCCC2
  A: -28	B: 2	C: -14	D: 10	E: 8	F: -2	G: 19	H: -4
> CCOc1ccc(C(C(=O)NCC2CCCO2)N(Cc2ccccc2)C(=O)c2snc(C(N)=O)c2N)cc1 (stereo not given)
  A: 0	B: 0	C: 14	D: 5	E: -6	F: 4	G: 16	H: 0
> COc1cc(OC)cc(C(=O)NC(=S)NCc2ccco2)c1
  A: -9	B: 2	C: 11	D: 2	E: 8	F: 21	G: 13	H: 14
> O=C(c1cccc(S(=O)(=O)N2CCOCC2)c1)N1CCN(Cc2ccc3c(c2)OCO3)CC1
  A: -2	B: -12	C: -10	D: 1	E: -2	F: 7	G: 3	H: 0
> CC(=O)NNC(=O)CCn1c2c(c3ccccc31)CCCC2
  A: -7	B: 4	C: 5	D: -3	E: -14	F: -3	G: 6	H: 5
> COc1cc(/C=C2/CC(C)OC2=O)c([N+](=O)[O-])cc1OC (stereo not given)
  A: 9	B: -5	C: -7	D: 0	E: -7	F: -3	G: -18	H: 3
> O=C(O/N=C\c1ccc(N2CCCCC2)c([N+](=O)[O-])c1)c1cccc(C(F)(F)F)c1
  A: -26	B: -3	C: -16	D: 1	E: -3	F: 1	G: -9	H: 12
> OC(CN1CCNCC1)Cn1ccc2ccccc21 (stereo not given)
  A: .	B: -1	C: 8	D: 12	E: 2	F: .	G: 6	H: .
> Cc1csc(NC(=O)c2ccccc2[N+](=O)[O-])n1
  A: 2	B: -7	C: 4	D: -10	E: 8	F: 1	G: 9	H: -1
> O=C(NCCS(=O)(=O)N1CCC2(CC1)OCCO2)c1ccccc1
  A: -9	B: -4	C: 0	D: -3	E: 21	F: 7	G: -9	H: -1
> CN(c1ccccc1)S(=O)(=O)c1cc(C(=O)N2CCN(c3ccccn3)CC2)ccc1Cl
  A: 10	B: -12	C: -1	D: 5	E: 3	F: 0	G: 2	H: 10
> Cc1ccc(C)c(NC(=O)CN(C)C(=O)/C=C/c2ccco2)c1
  A: -28	B: 4	C: 4	D: -6	E: -3	F: 16	G: -7	H: 0
> COc1cccc(NC(=O)Cn2c3ccc(OC)cc3c3nc4n(c(=O)c32)CCS4)c1
  A: 9	B: -5	C: 30	D: 2	E: 0	F: 6	G: 15	H: 57*
> O=C1c2ccccc2C(=O)c2cc(NC(=O)C3CC3)ccc21
  A: -99	B: -14	C: -39	D: -19	E: -86	F: 21	G: -211	H: 16
> COc1ccc(C(=O)c2oc3ccccc3c2N)cc1
  A: -99	B: -6	C: -9	D: 16	E: -50	F: 10	G: -35	H: -4
> C/C=C\C(=O)Nc1cccc(C2=NOC3(C2)C[C@@H](C(N)=O)N(C(=O)COc2ccc(Cl)cc2)C3)c1 (stereo not given in full)
  A: -6	B: -15	C: 7	D: 6	E: 10	F: -5	G: 22	H: 3
> COc1cc(-c2nnc(NC(=O)c3ccco3)o2)cc(OC)c1OC
  A: -1	B: 3	C: -4	D: 2	E: -7	F: 13	G: 13	H: -11
> CCc1ccc(NC(=O)C(C)OC(=O)c2cc(=O)[nH]c3ccc(S(=O)(=O)Nc4ccc(F)cc4)cc23)cc1 (stereo not given)
  A: -5	B: 0	C: -7	D: -6	E: 7	F: 20	G: -1	H: 12
> CCCOC(=O)c1ccc(NC(=O)C(=O)NCC2CCCO2)cc1 (stereo not given)
  A: -15	B: -5	C: 9	D: -7	E: 10	F: 12	G: -18	H: -14
> CCOC(=O)C1(CCCc2ccccc2)CCN(C(=O)C2CCCO2)CC1 (stereo not given)
  A: 12	B: -15	C: 5	D: 8	E: -11	F: 11	G: -10	H: 2
> Cc1nc2scc(-c3ccc(C(C)(C)C)cc3)c2c(=O)n1N
  A: 7	B: -2	C: -2	D: 6	E: 18	F: -5	G: 8	H: 23
> COc1ccc(/C=C2\C(=O)c3ccccc3OC2c2ccccc2)cc1 (stereo not given)
  A: 0	B: 0	C: -6	D: 6	E: 38	F: 27	G: -65	H: 20
> C=CCn1c(SCn2nnc3ccccc3c2=O)nnc1-c1ccc(Br)cc1
  A: -14	B: -2	C: 4	D: -15	E: -6	F: 4	G: -18	H: 8
> Cc1ccccc1Nc1ncnc2c1cnn2Cc1ccccc1
  A: -3	B: 0	C: 12	D: -10	E: 11	F: 10	G: 15	H: -1
> CC(=O)Nc1ccc(SCC(=O)NCC2(N3CCCCC3)CCCCC2)cc1
  A: 12	B: -2	C: -4	D: 14	E: -14	F: 10	G: -15	H: -2
> CC(/C=N/Nc1ncc(C)c(=O)[nH]1)=C\c1ccccc1
  A: -21	B: -7	C: -31	D: 0	E: -31	F: -5	G: -47	H: 17
> CC(=O)Nc1ccc(NC(=O)C2CC(=O)N(C(C)C)C2)cc1 (stereo not given)
  A: -2	B: 2	C: 2	D: -16	E: -1	F: 6	G: 7	H: -7
> CCn1c(SCC(=O)N2CCCCC2)nc2c(c1=O)SCC2
  A: -18	B: 4	C: -10	D: 6	E: 2	F: 8	G: -6	H: 7
> COCCCNC(=O)C(Cc1ccccc1)NS(=O)(=O)c1ccc2c(c1)c(=O)n(C)c(=O)n2C (stereo not given)
  A: 32	B: 5	C: 7	D: -16	E: -10	F: 11	G: 1	H: -11
> COCC1CCN(C(=O)c2ccc3oc(Cc4ccc(Cl)cc4)nc3c2)C1 (stereo not given)
  A: 3	B: 1	C: -11	D: 9	E: -10	F: 3	G: -52	H: 0
> CCC(=O)N1c2ccccc2NC2=C(C(=O)CCC2)C1c1ccc(N(C)C)cc1 (stereo not given)
  A: 4	B: -1	C: -4	D: -5	E: -13	F: 9	G: 17	H: -4
> COC(=O)c1c(C)c(OC(=O)c2c(C)cc(O)c(C=O)c2O)cc(C)c1O
  A: .	B: -14	C: 1	D: 1	E: 7	F: -7	G: 17	H: 17
> COc1ccc(/C=N/NC(=O)c2ccc(N(C)S(=O)(=O)c3ccccc3)cc2)cc1
  A: -12	B: 5	C: 5	D: -6	E: 0	F: 16	G: -2	H: 18
> COc1cc2c(cc1OC)[C@@H](NC(=O)CCc1ccccc1)[C@H](O)C2
  A: -6	B: .	C: .	D: 7	E: .	F: 2	G: 10	H: -1
> O=C1CC(c2ccccc2)SC(N(c2ccccc2)c2ccccc2)=N1 (stereo not given)
  A: 5	B: -4	C: 1	D: 18	E: 2	F: -1	G: -4	H: -22
> CCN(CC)C(=O)c1ccc2c(=O)n(CCOC)c(=S)[nH]c2c1
  A: 5	B: -12	C: -17	D: 10	E: 8	F: -1	G: -1	H: -7
> CC(C)N1C[C@@]23C=C[C@@H](O2)C(C(=O)OCc2ccccc2)[C@H]3C1=O (stereo not given in full)
  A: -42	B: -2	C: -10	D: -5	E: -3	F: -23	G: 24	H: -11
> CCOC(=O)c1ccccc1NC(=O)c1ccccc1SC
  A: -6	B: -7	C: -3	D: 1	E: -7	F: 21	G: -16	H: 1

Remaining list, next part.
Short keys: A = Gli-Sufu block; B = SENP8 block; C = UBC13 inh; D = Apaf1 inhib; E = Jurkat NFkB inh; F = CCR6 antagonist; G = 697 NFkB inh; H = EBI2 antag
> CN(C)c1nnnn1-c1ccc(OC(F)(F)F)cc1
  A: -32	B: -7	C: -4	D: -12	E: -7	F: 2	G: 4	H: -7
> FC(F)Sc1ccc(NC(=S)NC(c2ccccc2)c2ccccc2)cc1
  A: -4	B: -3	C: -9	D: 15	E: -3	F: -2	G: -18	H: -6
> CN(C)c1nc(SCCOC(=O)COc2ccc(Cl)cc2Cl)nc(N(C)C)n1
  A: -5	B: -6	C: -7	D: 10	E: -19	F: -3	G: 4	H: 1
> Cc1cc(C)n(-c2ccc(C(=O)NCc3ccc(F)cc3)cc2)n1
  A: -32	B: 0	C: 9	D: 3	E: 9	F: 5	G: 19	H: 25
> C=CCn1c(COc2ccccc2F)nnc1SCC(=O)Nc1cc2oc3ccccc3c2cc1OC
  A: -1	B: -11	C: -12	D: 24	E: 15	F: 32	G: 11	H: 17

Part of the list above, set out differently:
molecule	Gli-Sufu block	SENP8 block	UBC13 inh	Apaf1 inhib	Jurkat NFkB inh	CCR6 antagonist	697 NFkB inh	EBI2 antag
CC(C)N1C[C@@]23C=C[C@@H](O2)C(C(=O)OCc2ccccc2)[C@H]3C1=O (stereo not given in full)	-42	-2	-10	-5	-3	-23	24	-11
CCOC(=O)c1ccccc1NC(=O)c1ccccc1SC	-6	-7	-3	1	-7	21	-16	1
CN(C)c1nnnn1-c1ccc(OC(F)(F)F)cc1	-32	-7	-4	-12	-7	2	4	-7
FC(F)Sc1ccc(NC(=S)NC(c2ccccc2)c2ccccc2)cc1	-4	-3	-9	15	-3	-2	-18	-6
CN(C)c1nc(SCCOC(=O)COc2ccc(Cl)cc2Cl)nc(N(C)C)n1	-5	-6	-7	10	-19	-3	4	1
Cc1cc(C)n(-c2ccc(C(=O)NCc3ccc(F)cc3)cc2)n1	-32	0	9	3	9	5	19	25
C=CCn1c(COc2ccccc2F)nnc1SCC(=O)Nc1cc2oc3ccccc3c2cc1OC	-1	-11	-12	24	15	32	11	17

Screens deposited in PubChem BioAssay by Sanford-Burnham Center for Chemical Genomics.

Some of the compounds tested (hit frequency here may not be typical).
